Bioassay records: PubChem, The Scripps Research Institute Molecular Screening Center
CHO-K1 Ca antag: counter-screen for M1 antagonists: effect in parental CHO-K1 cells | ATP-induced calcium, Fluo-8 fluorescence | inhibition, % at 3 µM | actives 0.6% (n = 360,000) | AID 602250;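 active means inhibition above a per-plate cutoff, the plate's mean sample inhibition plus 3 SD, cut at about 24% in these data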;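 further: 0% = DMSO plus EC80 ATP and 100% = DMSO alone without ATP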
OXTR potentiate: potentiators of human oxytocin receptor. CHO-OTR cells, Fluo-8 calcium fluorescence, potentiator mode; 0% = oxytocin EC15, 100% = EC100. activation, % at 3 µM. actives 0.061% (n = 320,000);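 active means activation above that plate's cutoff, the mean activation of tested compounds plus 3 SD, cut at about 6.6% in these data, passing the limit was not always enough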;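 further: 100% uses oxytocin at 75 nM as the full agonist control; some results filed as inactive read as strong as hits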
Target sequence (P30559 whole entry, looked up): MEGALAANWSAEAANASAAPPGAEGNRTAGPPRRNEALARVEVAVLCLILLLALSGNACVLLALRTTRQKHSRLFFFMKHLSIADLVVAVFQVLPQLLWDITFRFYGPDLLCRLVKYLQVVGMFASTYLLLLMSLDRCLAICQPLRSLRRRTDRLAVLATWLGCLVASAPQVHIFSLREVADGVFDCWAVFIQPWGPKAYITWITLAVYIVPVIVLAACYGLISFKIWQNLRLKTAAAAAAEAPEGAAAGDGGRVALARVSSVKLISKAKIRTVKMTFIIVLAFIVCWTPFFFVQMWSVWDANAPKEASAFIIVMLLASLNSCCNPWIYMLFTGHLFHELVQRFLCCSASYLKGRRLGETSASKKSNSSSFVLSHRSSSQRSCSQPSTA
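test system = CHO-OTR cells, human receptor | compound = single-point 3.0 µM | schedule = 6 min compound pre-incubation at room temperature, 100 s kinetic read | signal = Fluo-8 no-wash calcium dye fluorescence, excitation 470-495 nm, emission 515-575 nm | repeats = single well per compound, singlicate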
TAAR1 ag: human TAAR1 agonism. activation, % at 3 µM. actives 0.99% (n = 360,000). Q96RJ0. CHO RD-HGA16 TAAR1, Fluo-8 calcium fluorescence; vehicle wells 0%, saturating PEA agonist 100%;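 active means activation above the mean activation of all test compounds in the run plus 3 SD, cut at about 38% in these data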
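Benchmarks: low control DMSO, high control PEA (EC100); System: CHO RD-HGA16 cells carrying human TAAR1 plus Gα16; Detection: Fluo-8 fluorescence, 5 s baseline then 140 s kinetic read; Schedule: 17-24 h plating, Fluo-8 75 min 37 °C, 30 min RT; Read-out basis: % activation from peak over basal fluorescence ratio, DMSO-to-PEA scaled.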
CHRM1 agonist: human M1 muscarinic receptor agonism; CHO-K1 hM1, Fluo-8 calcium fluorescence, agonist mode; 0% DMSO, 100% acetylcholine EC100; activation, % at 3 µM; actives 0.33% (n = 360,000); AID 588814;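 active means activation above the run's mean compound activation plus 3 SD, cut at about 16% in these data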;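 further: peak over basal fluorescence ratio within a 140 s kinetic read after compound addition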
Target sequence (P11229 whole entry, looked up): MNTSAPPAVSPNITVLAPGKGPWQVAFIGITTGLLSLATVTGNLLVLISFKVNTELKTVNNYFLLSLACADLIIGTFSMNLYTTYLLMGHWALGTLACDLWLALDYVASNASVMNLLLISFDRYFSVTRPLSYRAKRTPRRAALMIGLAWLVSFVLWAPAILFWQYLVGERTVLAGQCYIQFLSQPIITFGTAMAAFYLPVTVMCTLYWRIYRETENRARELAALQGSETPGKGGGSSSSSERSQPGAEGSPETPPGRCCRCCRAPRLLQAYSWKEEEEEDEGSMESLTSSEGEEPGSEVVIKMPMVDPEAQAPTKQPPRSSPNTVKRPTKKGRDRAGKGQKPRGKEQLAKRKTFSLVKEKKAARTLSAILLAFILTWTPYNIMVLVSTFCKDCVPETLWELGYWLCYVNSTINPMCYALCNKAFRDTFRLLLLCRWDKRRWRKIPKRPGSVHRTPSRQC
CHO parental Ca: counter-screen for OX1R antagonists: effect in parental CHO cells; parental CHO-K1, ATP-induced calcium, Fluo-8 fluorescence; inhibition, % at 5.6 µM; actives 0.63% (n = 330,000); AID 463079;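 active means inhibition above that plate's mean sample inhibition plus 3 SD, cut at about 26% in these data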;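 further: 0% = ATP-challenged DMSO wells and 100% = DMSO wells without ATP; some compounds past the cut are filed as inactive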
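Test system: untransfected parental CHO cell line. Compound: one dose, 5.6 µM nominal. Detection: intracellular calcium via Fluo-8 no-wash fluorescent dye. Measure: % inhibition. Benchmarks: ATP-challenged DMSO wells low, unchallenged DMSO wells high.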
V1R ag counter: counter-screen for oxytocin receptor agonists: human V1a receptor agonists | P37288 | CHO-V1R cells, Fluo-8 calcium fluorescence, agonist mode; 0% DMSO, 100% 3 nM vasopressin | activation, % at 3 µM | actives 0.25% (n = 320,000) | AID 2797;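 active means activation above the mean activation of all tested compounds plus 3 SD, per screening run, cut at about 20% in these data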;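 further: signal is peak over basal fluorescence ratio across a 100 second FLIPR read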
CHO-K1 Ca ag: nonselective activator or artifact in parental CHO-K1 cells; activation, % at 3 µM; Fluo-8 calcium fluorescence; scaled to maximal ATP response, vehicle zero; actives 0.48% (n = 360,000); AID 602248; in the data active means activation above about 15%;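 further: untransfected CHO-K1 host cells lacking M1 receptor as counterscreen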
M1 PAM parental: counter-screen for M1 PAMs: effect in parental CHO-K1 cells | ATP EC20, Fluo-8 calcium fluorescence; 0% at ATP EC20, 100% at ATP max | activation, % at 3 µM | actives 0.02% (n = 360,000) | AID 602247;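 active means activation above the run cutoff, the mean activation of all test compounds plus 3 SD, cut at about 40% in these data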;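 further: peak over basal fluorescence ratio in a 140 s read after ATP addition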
TAAR1 antagonist: antagonists of human TAAR1; Q96RJ0; CHO RD-HGA16 TAAR1, Fluo-8 calcium fluorescence, antagonist; inhibition, % at 3 µM; actives 1.5% (n = 360,000); AID 624466;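 active means inhibition above a per-plate cutoff, the mean inhibition of test compounds on that plate plus 3 SD, cut at about 49% in these data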;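 further: 0% = DMSO plus EC80 beta-PEA response and 100% = DMSO alone without agonist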
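Material: CHO RD-HGA16 cells bearing hTAAR1; compound dosing: one-point dosing, 3 µM nominal final; schedule: dye loading 75 min at 37 °C, then 30 min room temperature; measured by: calcium fluorescence with Fluo-8; control set: vehicle and agonist controls; replication: n of 1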
Numbers without * were called inactive; x = not tested or not shown.

SMILES	CHO-K1 Ca antag	OXTR potentiate	TAAR1 ag	CHRM1 agonist	CHO parental Ca	V1R ag counter	CHO-K1 Ca ag	M1 PAM parental	TAAR1 antagonist
OCc1nc2ccc(Cl)cc2[nH]1	-25.1	-0.7	3.7	-1.1	-8.4	0.8	0.2	9.1	-7.8
CCOC(=O)Cc1csc(NC(=O)CSc2nnc(-c3ccc(F)cc3)o2)n1	-16.6	-2.4	9.5	-4.6	1.8	1.1	1.3	15.5	-11.8
C[C@H](CO)N1C[C@H](C)[C@@H](CN(C)S(=O)(=O)c2ccccc2)Oc2ccc(NC(=O)C3CCCCC3)cc2C1=O	-6.1	-4.0	11.7	-10.6	-12.8	0.8	0.1	4.5	19.0
O=C(CN1CCCCC1)Nc1ccc(N2CCCCCC2)cc1	-1.6	-10.1	13.3	-6.8	-12.3	-0.4	0.2	0.0	6.5
COCCCNC(=O)c1c(N)n(/N=C/c2cccnc2)c2nc3ccccc3nc12	-6.8	-7.9	8.5	-2.3	-9.5	0.7	0.6	16.8	8.7
O=C(COC(=O)C1CCN(c2ccc(C(F)(F)F)cn2)CC1)c1ccc(F)cc1	1.2	-13.8	3.9	-6.1	-18.2	2.5	-0.7	-24.0	8.1
O=C(Nc1ccc(NC(=O)C2CC2)nc1)c1ccccn1	-6.3	-7.2	8.2	-1.5	6.1	1.3	2.5	11.5	18.4
Cc1cc(OC(F)F)ccc1NC(=S)NCCc1ccccc1	-5.8	-12.3	38.9*	-2.5	9.5	5.2	4.0	14.2	-18.6
COc1ccc(NC(=O)c2ccccn2)cc1	-4.8	4.0	x	-3.1	-10.7	0.5	-0.2	9.5	x
COc1ccc(CNC(=O)N2CCc3ccccc3C2)cc1	-9.6	-8.5	0.0	-5.8	-11.0	-0.6	1.0	9.2	6.4
COc1cc(NS(=O)(=O)c2cc(C(=O)N3CCN(C(C)=O)CC3)ccc2OC)cc(OC)c1	-12.2	-1.3	3.0	-2.7	-4.1	1.9	1.2	20.9	15.4
COC(=O)c1cccc(NC(=O)Cc2nc(-c3ccccc3)sc2-c2ccc(C)cc2)c1	-6.7	-7.6	1.3	-7.3	-25.9	-0.6	0.1	12.2	3.6
O=C(Cc1ccccc1[N+](=O)[O-])N1CCN(c2ccccc2F)CC1	-1.1	-5.5	1.8	-3.4	-12.7	1.7	0.1	4.0	-15.3
COc1ccc(S(=O)(=O)Nc2nccs2)cc1OC	-8.0	-0.8	0.5	-1.5	-5.3	0.9	0.6	9.8	-6.9
Cc1nn(CCC#N)c2nc(C(F)(F)F)[nH]c(=O)c12	-0.8	-8.3	6.3	-0.6	-10.5	0.6	-0.1	11.8	2.6
Cc1cc(C)c2oc(C(=O)N3CCN(Cc4ccccc4)CC3)cc(=O)c2c1	-1.9	-10.4	2.5	-6.2	-10.2	1.9	1.6	6.8	-3.8
O=S(=O)(NN1CCOCC1)c1ccc(Cl)s1	3.5	-12.4	7.6	-1.9	-6.5	1.2	0.0	-3.6	6.0
Cc1ccc(C(=O)Nc2ncc(Cc3ccccc3)s2)o1	-6.2	-4.2	1.0	-5.9	-15.1	-0.7	1.0	22.9	-1.5
CCCn1cnc2c(SCc3ccccc3)nc(N)nc21	0.1	x	1.0	-3.7	x	x	0.1	5.1	-12.2
CC(C)(C)C(=O)C(Cc1ccccc1)n1cncn1 (configuration not stated)	-0.6	-7.5	6.2	-5.1	-4.2	3.1	0.2	4.2	4.4
CN(NC(N)=O)c1ncc(C(F)(F)F)cc1Cl	6.5	-0.6	9.7	-1.0	-9.0	0.3	0.0	-1.7	8.2
Cc1cccc2nc(-c3ccco3)c(Nc3ccccc3)n12	-10.0	0.6	2.8	-3.6	-9.3	-1.4	4.4	15.8	-16.8
O=C(Nc1ccc(S(=O)(=O)N2CCCC2)cc1)c1ccc(Br)o1	-11.7	-6.0	-0.3	-6.6	-10.3	2.0	2.7	0.2	-5.8
Cc1ccc(NC(=O)CCC2CC(C)(C)OC2=O)cc1 (configuration not stated)	-0.6	0.1	2.8	-7.1	3.8	6.0	0.0	-6.0	13.8
COC(=O)CCCCC(=O)C1C(=O)CC(C)(C)C(C(=O)OC)C1=O (configuration not stated)	-3.6	2.5	0.5	1.9	-4.4	1.2	0.4	12.1	6.1
COc1ccccc1C1C(C(=O)c2ccc(C)o2)=C(O)C(=O)N1c1cc(C)on1 (configuration not stated)	-4.2	-1.6	0.2	-0.5	-5.7	-0.1	-0.9	3.5	-34.6
O=C(OCCN1CCOCC1)c1ccccc1	-15.2	2.2	6.1	-4.6	-2.2	0.3	1.3	24.0	-17.2
CC(=O)c1ccc(Nc2nc(NCCO)nc(OC(C(F)(F)F)C(F)(F)F)n2)cc1	-1.2	-2.8	16.2	-1.8	-29.2	-0.6	3.6	7.1	39.8
Cc1ccc(S(=O)(=O)CCC(=O)Nc2cccc(Cl)c2)cc1	-8.3	-8.7	-1.1	-3.9	-17.6	-0.5	3.8	13.8	13.4
CC(OC(=O)c1cc2ccccc2cc1O)C(=O)Nc1ccc(S(N)(=O)=O)cc1 (configuration not stated)	-8.8	-5.3	5.3	-3.9	20.7	0.9	1.2	14.1	1.6

Part of the list above, bar-delimited:
molecule | CHO-K1 Ca antag | OXTR potentiate | TAAR1 ag | CHRM1 agonist | CHO parental Ca | V1R ag counter | CHO-K1 Ca ag | M1 PAM parental | TAAR1 antagonist
O=C(OCCN1CCOCC1)c1ccccc1 | -15.2 | 2.2 | 6.1 | -4.6 | -2.2 | 0.3 | 1.3 | 24.0 | -17.2
COc1ccccc1C1C(C(=O)c2ccc(C)o2)=C(O)C(=O)N1c1cc(C)on1 (configuration not stated) | -4.2 | -1.6 | 0.2 | -0.5 | -5.7 | -0.1 | -0.9 | 3.5 | -34.6

The list goes on:
SMILES	CHO-K1 Ca antag	OXTR potentiate	TAAR1 ag	CHRM1 agonist	CHO parental Ca	V1R ag counter	CHO-K1 Ca ag	M1 PAM parental	TAAR1 antagonist
CCC(C)(NC(=O)Cc1c[nH]c2ccccc12)C(=O)NC1CCCCC1 (configuration not stated)	-11.6	-9.1	2.9	-3.2	-10.8	1.2	0.5	6.4	-21.6
Cn1c(=O)n(C)c2cc(NS(=O)(=O)c3ccc4c(c3)CCCC4)ccc21	-2.0	-12.0	11.0	2.0	-16.4	9.1	8.9	5.3	9.9
Cc1ccccc1CN1CCN(C(C)C(=O)NCc2ccccc2)CC1 (configuration not stated)	7.1	-0.2	-2.4	-9.5	-13.4	-0.3	0.5	-19.1	2.6
Cn1cccc1/C=N\NC(=O)C1COc2ccc(C(C)(C)C)cc2O1 (configuration not stated)	-5.2	-10.7	0.5	-2.8	-14.8	4.5	0.9	-4.9	50.7*
CCCNC(=O)C12CCC(C)(c3nc4cc(C)c(C)cc4nc31)C2(C)C (configuration not stated)	-17.0	-0.8	-2.9	3.5	-19.0	-1.2	2.0	12.2	-56.6
COc1ccc(/C=N/NC(=O)c2ccccc2Cl)cc1CSc1nc2ccccc2s1	17.0	0.1	9.8	-3.2	-15.6	0.7	-0.2	-7.7	-9.5
O=c1cc(CSc2n[nH]c(=O)n2C2CC2)c2ccc(O)cc2o1	0.8	-2.5	1.3	-3.0	0.3	-0.9	0.2	-14.0	-9.6
Cc1ccc(-c2ccc(=O)n(CC(=O)NCCC(C)C)n2)cc1	-7.4	-8.9	-2.5	1.6	-5.3	0.0	-1.2	1.4	-7.7
Cc1nn(CC(=O)NCCN2CCOCC2)c(C)c1[N+](=O)[O-]	-2.9	-2.1	15.5	-1.7	5.0	0.4	-0.3	-1.9	-3.9
COc1cc(/C=C/C(=O)OCC(=O)N2CCCCCC2)cc(OC)c1OC	-1.0	x	3.2	-2.8	x	x	0.1	-10.4	-10.7
COc1cc(C(=O)NCC(c2ccco2)N2CCCC2)ccc1OCc1c(C)noc1C (configuration not stated)	-8.5	-2.8	4.2	-7.5	-0.5	0.2	1.5	21.4	4.6
O=C(/C=C/c1cccc([N+](=O)[O-])c1)N1CCN(c2ccccc2F)CC1	-3.0	-2.1	-2.6	-8.3	-23.2	-0.4	1.4	25.3	-7.7
CCC(C(=O)OCC(=O)N1CCN(S(=O)(=O)c2ccc(C)cc2C)CC1)c1ccccc1 (configuration not stated)	-6.2	-9.7	0.9	-1.7	-13.4	2.0	5.4	8.3	12.3
Cc1cc(NC(=O)c2ccccc2)nc(C)n1	-4.0	-3.4	3.8	-3.0	-5.5	0.4	0.6	3.5	-18.5
CCN1CCN(c2ccc(NC(=O)c3cccc(N4CCCC4=O)c3)cc2)CC1	7.1	-7.7	1.6	-11.4	0.0	0.1	0.0	6.1	3.5
CCc1nc2ccc(C(=O)N3CCN(C(=O)c4ccco4)CC3)cn2c1N(C)Cc1cccs1	-2.1	x	2.4	-7.0	x	x	1.5	8.7	-7.7
Cc1ccc(NC(=O)CN(C)Cc2c(O)ccc3ccccc23)cc1	x	-8.5	5.4	x	-12.8	-0.7	x	x	-16.4
N#CC12CCCCC1CC1CCCCC1(C#N)N2CCO (configuration not stated)	-9.4	-10.8	10.0	-4.6	10.8	-0.3	0.9	24.4	-2.7
O=C(O)c1cccc(Nc2nc(-c3ccc([N+](=O)[O-])cc3)nc3ccccc23)c1	-6.8	x	3.2	-2.1	x	x	2.2	6.7	4.3
CC(C)N1CC2(CC(c3ccccc3C(F)(F)F)=NO2)CN1C(=O)c1ccc(C(C)(C)C)cc1 (configuration not stated)	-4.6	x	8.1	-1.8	x	x	4.5	13.2	43.2
COc1ccccc1/C=C/C=N/n1c(COc2ccccc2)n[nH]c1=S	-10.2	-3.2	1.2	-4.1	-14.9	-0.4	1.1	21.2	2.0
COc1ccc(/C=N\NC(=O)c2cccc([N+](=O)[O-])c2)cc1Cn1cc([N+](=O)[O-])cn1	x	-3.2	4.8	x	-15.4	-0.3	x	x	-4.0
CCN(CC)CCNC(=O)C(=O)Nc1ccc(C(=O)OC)cc1	-8.4	-4.4	0.1	-5.1	-6.9	0.0	0.2	13.7	11.8
O=C(CCc1nnc2ccc(NCc3ccccc3Cl)nn12)NCC1CCN(C2CCCC2)C1 (configuration not stated)	-7.8	-8.1	0.0	-5.2	-16.1	-0.4	0.3	2.6	-6.4
O=C(CN1C(=O)CSc2ccc(S(=O)(=O)N3CCOCC3)cc21)NCCc1ccccc1	-4.8	x	1.0	-4.8	x	x	0.2	8.7	2.4
